HTRA1 inh = HTRA1 serine protease inhibitors, primary screen, biochemical, fluorescence polarization, HTS. Q92743. recombinant HTRA1, FP-rhodamine activity-based probe. inhibition, % at 5.96 µM. 0.5% of 340,000 active. AID 504803, 2011; in the data active means inhibition above about 36%;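 further: 0% = enzyme with DMSO and 100% = wells lacking enzyme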
NPR2 activator = human GC-B receptor activators, primary screen, HEK293 GC-B cells, cGMP TR-FRET, EC30 CNP. Atrial natriuretic peptide receptor 2 (Homo sapiens), P20594. 0% at EC30 CNP, 100% saturating CNP. 0.11% of 370,000 active. activation, % at 10 µM;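 active means activation at 10 µM reaching about 35% in either raw or pattern-adjusted values, limit read from the data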
SIAE primary = human SIAE inhibitors, primary screen, biochemical, fluorescence polarization, FP-Rh probe, 1536-well HTS. Sialate O-acetylesterase (Homo sapiens), Q9HAT2. SIAE FP-Rh probe binding. inhibition, % at 9.66 µM. 0.69% of 370,000 active;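 active means inhibition above a cutoff: mean of compounds within the control limits plus 3 SD of those, cut at about 17% in these data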;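 further: 0% = plate median of compound wells and 100% = probe without SIAE protein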
rCAG binder = binders of r(CAG) RNA repeats, primary screen, biochemical, fluorescence; r(CAG) RNA repeat, TO-PRO-1 dye displacement fluorescence; inhibition, % at 3 µM; 1.3% of 370,000 active; AID 651821, 2012;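 active means inhibition above the plate cutoff, the mean of all test compounds on that plate plus 3 SD, cut at about 35% in these data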;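 further: 0% = DMSO alone and 100% = 100 µM mitoxantrone as full dye displacement; higher means more dye released from RNA so lower well fluorescence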
LEDGF integ inh = blockers of LEDGF/p75-dependent integrase strand transfer – biochemical, TR-FRET, high throughput, primary screen | HIV-1 integrase (with human LEDGF/p75) | AID 743269, 2014 | TR-FRET IN-LEDGF/p75 DNA integration, Eu/Cy5 | 0.64% of 370,000 active | inhibition, % at 3.7 µM;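 active means inhibition above the screen-wide mean plus 3 SD, cut at about 13% in these data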;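 further: signal is the Cy5 over europium emission ratio at 671 and 618 nm; 0% = plate median of compound wells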
PRMT1 FP inh = PRMT1 methyltransferase inhibitors, primary screen, biochemical, fluorescence polarization; 1.3% of 370,000 active; inhibition, % at 2.79 µM; recombinant PRMT1, activity-based probe fluorescence polarization;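 active means inhibition above about 21% made by adding two undisclosed values, limit read from the data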
Target sequence (Q99873 whole entry, looked up): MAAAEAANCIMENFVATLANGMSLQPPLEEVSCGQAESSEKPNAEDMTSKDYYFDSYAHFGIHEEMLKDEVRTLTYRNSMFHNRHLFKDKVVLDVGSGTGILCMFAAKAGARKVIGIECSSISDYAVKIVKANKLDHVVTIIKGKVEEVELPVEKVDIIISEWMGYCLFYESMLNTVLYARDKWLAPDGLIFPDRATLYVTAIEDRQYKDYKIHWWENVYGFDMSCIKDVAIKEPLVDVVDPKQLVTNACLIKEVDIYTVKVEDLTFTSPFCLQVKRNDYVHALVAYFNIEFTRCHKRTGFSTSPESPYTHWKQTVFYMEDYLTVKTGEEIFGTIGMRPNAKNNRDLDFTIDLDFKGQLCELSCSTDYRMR
MBD2 inh = inhibitors of MBD2 binding to methylated DNA, primary screen, biochemical, TR-FRET, DNA-binding domain, human. 0.31% of 370,000 active. inhibition, % at 4.4 µM. MBD2 binding to methylated oligonucleotide. Methyl-CpG-binding domain protein 2 (Homo sapiens), Q9UBB5. AID 686964, 2013; in the data active means inhibition above about 13%
Target sequence (Q9UBB5 whole entry, looked up, the tested form may be a part): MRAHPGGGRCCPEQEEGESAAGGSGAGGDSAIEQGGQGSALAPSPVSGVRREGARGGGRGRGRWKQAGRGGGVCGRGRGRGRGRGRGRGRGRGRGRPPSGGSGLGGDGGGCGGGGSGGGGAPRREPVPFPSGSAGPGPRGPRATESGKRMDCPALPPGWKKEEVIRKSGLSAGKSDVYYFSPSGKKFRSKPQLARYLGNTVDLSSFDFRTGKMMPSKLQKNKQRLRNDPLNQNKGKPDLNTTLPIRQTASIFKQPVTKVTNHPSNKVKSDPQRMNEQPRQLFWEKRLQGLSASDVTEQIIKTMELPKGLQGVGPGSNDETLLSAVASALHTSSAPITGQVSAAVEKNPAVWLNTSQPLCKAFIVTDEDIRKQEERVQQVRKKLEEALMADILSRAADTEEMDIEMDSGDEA
TDP2 absorb = human TDP2 enzyme inhibitors, primary screen, biochemical, epi absorbance, recombinant enzyme; 0.34% of 370,000 active; Tyrosyl-DNA phosphodiesterase 2 (Homo sapiens), O95551; T5PNP hydrolysis, p-nitrophenol absorbance 415 nm; inhibition, % at 12.8 µM;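 active means inhibition above the mean of all tested compounds plus 3 SD, set per campaign, cut at about 25% in these data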;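 further: 0% = DMSO with enzyme and 100% = buffer with substrate but no TDP2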
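System: recombinant human TDP2 / Amount: 120 nM TDP2 per well / Also added: 5 mM T5PNP chromogenic substrate / Doses: 12.8 µM single point, 1% DMSO / Incubation: 2 h at 37 °C / Detection: p-Nitrophenol epi absorbance / Evaluation: % inhibition relative to enzyme-containing and enzyme-free wells / Repeats: singlicate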
ABHD4 inh = ABHD4 inhibitors, primary screen, biochemical, fluorescence polarization, mouse | 0.54% of 370,000 active | inhibition, % at 8.92 µM | purified mABHD4, FP-Rh probe fluorescence polarization | (Lyso)-N-acylphosphatidylethanolamine lipase (Mus musculus), Q8VD66;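 active means inhibition exceeding the mean over every tested compound plus 3 SD, cut at about 30% in these data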;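 further: 0% = plate median of compound wells and 100% = S159A mutant with DMSO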
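system = mouse ABHD4 enzyme, wild type | medium = HEPES pH 7.0, NaCl, Pluronic buffer | also added = FP-Rh probe | incubation = Enzyme–compound pre-incubation 45 min, then probe 60 min, both 25 °C | technique = fluorescence polarization, excitation 525 nm, emission 598 nm, BODIPY TMR filters | controls = S159A mutant high control, sample median low control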
TCR CD3 inh = inhibitors of human TCR-CD3 interaction, primary screen, biochemical, fluorescence, TAMRA-labeled TCR probe; T-cell receptor (TCR); inhibition, % at 9.4 µM; 0.37% of 360,000 active; AID 651800, 2012; in the data active means inhibition above about 19%;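 further: recombinant mutant TCR 2C K166C tagged with TAMRA read by polarization; 0% = receptor in buffer alone and 100% = receptor with positive control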
The depositor's hits bear a star; x = no result given.

SMILES | HTRA1 inh | NPR2 activator | SIAE primary | rCAG binder | LEDGF integ inh | PRMT1 FP inh | MBD2 inh | TDP2 absorb | ABHD4 inh | TCR CD3 inh
CCC(C)C(=O)Nc1nnc(SCC(=O)N2C(C)CCCC2C)s1 (centres undefined) | 3 | -2 | 1 | -5 | -3 | -5 | 1 | -8 | -3 | -1
COc1ccc(-c2[nH]c(-c3ccc(SC)cc3)nc2SCC(=O)Nc2nccs2)cc1 | 3 | -4 | 22* | 21 | -3 | 6 | 2 | 1 | 10 | 1
Cc1n[nH]c(C)c1S(=O)(=O)N1CCN(c2ccccn2)CC1 | 3 | 7 | -3 | 0 | -1 | 0 | -4 | -11 | 2 | 4
O=C(/C=C/c1ccc(Cl)cc1)NCCN1CCOCC1 | 14 | 5 | 0 | -3 | 2 | 0 | -2 | -11 | 8 | -1
COc1ccc(N(C)S(=O)(=O)c2ccc(C)cc2)c([N+](=O)[O-])c1 | -5 | 5 | 14 | 0 | 0 | -2 | 2 | -3 | -4 | -1
CC(C)(C)CC(C)(C)NC(=O)c1ccc2snnc2c1 | -5 | 1 | -3 | 2 | -1 | 2 | 2 | -4 | 4 | 2
CC1CCC(=NO)C(=NO)C1 (centres undefined) | 1 | 12 | 17 | 3 | -3 | -3 | -2 | 7 | 1 | -3
O=C(O)CC1=C(c2ccc(F)cc2)CCC1=O | -1 | 5 | 0 | 1 | 0 | -2 | -4 | -20 | 0 | -4
CCN(CC)CCOC(=O)c1ccc(NC(=O)CCCN2C(=O)/C(=C/c3cccs3)SC2=S)cc1 | -29 | -4 | -5 | 3 | 0 | 11 | -8 | 4 | -28 | 3
COc1ccccc1N(CC1CO1)S(=O)(=O)c1ccc(C)cc1 (centres undefined) | -6 | 3 | 1 | -1 | 1 | -1 | 0 | -3 | -2 | 4
CC(=O)C1=C(O)C(=O)N(c2ccc(O)cc2)C1c1ccccc1Cl (centres undefined) | -5 | 2 | 5 | 0 | 0 | 3 | -6 | -8 | 4 | 0
O=C(CCc1nc2ccccc2c(=O)[nH]1)NC1CCN(Cc2ccccc2)CC1 | 7 | 0 | -1 | -7 | 1 | 0 | -7 | -5 | 5 | -11
CC1Cc2ccccc2N1C(=O)CSc1nncn1C (centres undefined) | 2 | 2 | 0 | 1 | -3 | -2 | -4 | 7 | 3 | 2
O=c1[nH]c2ccccc2n1C1CCN(CCOc2ccccc2)CC1 | 1 | 5 | -1 | -2 | 0 | 1 | 4 | 7 | 5 | -1
COc1ccc(C)cc1NS(=O)(=O)c1cccc2nonc12 | 2 | 4 | 1 | 2 | 0 | 2 | 3 | 1 | -2 | -3
CCC1Oc2ccccc2N(CC(=O)NCCN2CCc3ccccc3C2)C1=O (centres undefined) | 2 | 0 | -1 | -7 | 1 | -3 | -6 | 2 | 0 | 7
Cn1c(=O)c2c(n(Cc3ccccc3)c1=O)NC(=O)C2CC(=O)O (centres undefined) | -1 | 3 | 3 | 5 | 2 | -3 | -5 | -2 | 5 | 2
O=C(COC(=O)/C=C/c1ccc2c(c1)OCO2)NC1CCS(=O)(=O)C1 (centres undefined) | 3 | 2 | 4 | -1 | 2 | -4 | -8 | 5 | 2 | 6
COc1cc2nc(SCC(N)=O)n(CCC3=CCCCC3)c(=O)c2cc1OC | -4 | -4 | 0 | -4 | -2 | 2 | -1 | 0 | -1 | 1
COc1cc(OC)cc(-c2c(C#Cc3ccsc3)c3cc(Br)ccc3n2C)c1 | -6 | 2 | -1 | 8 | -3 | 2 | 7 | 1 | 7 | 10
Cc1ccc(F)cc1NC(=O)Nc1cc(C(C)(C)C)nn1C | 4 | -2 | 6 | -2 | 6 | -5 | -7 | -17 | 2 | 1
COc1ccc(NC(=O)CSc2nc(N)c3cc4c(nc3n2)CCCC4)c(OC)c1 | 4 | -2 | 0 | 7 | 2 | -3 | 3 | 6 | -2 | -5
O=C1C2C3C=CC(C3)C2C(=O)N1Cc1cccnc1 (centres undefined) | 2 | -2 | 2 | 4 | -3 | 1 | 4 | -10 | 0 | -2
CCCC(=O)Nc1cnc(NC(=O)c2cccc(F)c2)cc1C | -5 | 2 | 6 | -1 | 1 | -3 | 2 | 8 | -3 | 3
COC(=O)c1ccccc1NC(=O)C1CC(=O)N(c2ccc(OC)cc2)C1 (centres undefined) | 0 | 2 | 2 | -5 | 2 | 1 | -1 | 14 | -5 | 10
CCOC(=O)C1CCN(c2ncnc3cc(OC)c(OC)cc23)CC1 | 3 | 5 | 4 | -5 | -2 | -3 | 1 | 8 | 4 | 2
CS(=O)(=O)Oc1ccccc1/C=C1/N=C(c2ccc(F)cc2)OC1=O | 3 | 0 | 1 | 4 | 2 | -4 | -2 | -3 | 3 | 9
CC(=O)NC(c1ccc(F)c(F)c1)c1nc(-c2cccc(F)c2)cs1 (centres undefined) | x | -7 | -5 | 2 | 1 | 0 | -1 | 10 | -3 | 6
Cc1c(C(=O)N2CCN(c3ncccn3)CC2)oc2ccc(Cl)cc12 | -7 | -21 | 0 | 4 | 1 | -4 | -11 | 3 | -5 | 3
N#C/C=C1\Sc2ccccc2C(=O)N1CC(=O)N1CCN(S(=O)(=O)c2ccccc2)CC1 | -6 | -6 | 1 | 2 | -5 | 1 | 0 | 8 | 1 | 3
O=C(c1cnn(-c2ccccc2)c1)c1ccc2ccccc2c1O | -19 | -4 | 3 | 8 | 1 | 1 | -3 | -5 | -6 | -2
CCC(C)NC(=O)c1cn(CC)c2ccc(S(=O)(=O)N3CCCCC3)cc2c1=O (centres undefined) | 4 | 12 | -2 | -1 | 1 | 0 | 0 | -2 | -2 | -2
O=C(Nc1cccnc1)c1cccc(S(=O)(=O)N2CCc3ccccc32)c1 | -15 | -19 | -14 | 4 | 1 | 4 | -3 | -13 | -12 | -8
O=C(O)[C@@H]1C[C@@H](O)CN1 | x | 2 | -9 | 3 | -2 | 0 | -1 | 0 | -5 | 1
O=C1C2C(c3ccccc3)(C(=O)N1c1ccc(Cl)cc1)C2(c1ccccc1)c1ccccc1 (centres undefined) | -19 | 3 | -4 | 9 | 0 | 1 | 3 | -8 | -10 | 6
Cc1onc(-c2ccccc2)c1C(=O)Oc1cccnc1 | -3 | 2 | 0 | 0 | 3 | 2 | 3 | -6 | 5 | 6
COC(=O)C(C)Sc1nc2c(c(=O)[nH]c(=O)n2C)n1CCCc1ccccc1 (centres undefined) | -2 | 12 | -3 | -6 | 3 | -3 | -4 | -2 | 1 | 10
O=C(N/N=C/c1cccc(Br)c1)C1CC(=O)N(c2ccccc2)C1 (centres undefined) | 1 | -12 | -5 | -3 | 2 | -2 | 3 | -3 | 5 | 0
Cc1cc(C)c2c(N)c(C(=O)NNC(=O)c3ccccc3)sc2n1 | 9 | -2 | 5 | -2 | 4 | 0 | 2 | -2 | 6 | 9
O=C(NNC(=S)NC(=O)c1ccccc1[N+](=O)[O-])c1ccccc1O | x | 1 | 0 | 2 | -5 | 5 | 0 | -9 | 19 | 18

3 compounds from above, limited to ABHD4 inh and LEDGF integ inh:
SMILES	ABHD4 inh	LEDGF integ inh
CCCC(=O)Nc1cnc(NC(=O)c2cccc(F)c2)cc1C	-3	1
COC(=O)c1ccccc1NC(=O)C1CC(=O)N(c2ccc(OC)cc2)C1 (centres undefined)	-5	2
CCOC(=O)C1CCN(c2ncnc3cc(OC)c(OC)cc23)CC1	4	-2

Following part.
SMILES | HTRA1 inh | NPR2 activator | SIAE primary | rCAG binder | LEDGF integ inh | PRMT1 FP inh | MBD2 inh | TDP2 absorb | ABHD4 inh | TCR CD3 inh
CN(c1ccccc1C(=O)Nc1ccc(S(=O)(=O)N2CCOCC2)cc1)S(=O)(=O)c1ccccc1 | -5 | 6 | 2 | 3 | 0 | -1 | 7 | 8 | 1 | -1
Cc1ccc(CNS(=O)(=O)c2ccc3c(c2)C(C)(C)C(=O)N3C)cc1 | 0 | 3 | -1 | 2 | 7 | 5 | 7 | -4 | -10 | -3
COc1ccc(C(=O)/C=C/c2ccc(N(C)C)cc2)c(OC)c1 | -4 | -6 | -5 | -51 | -3 | -13 | -2 | 5 | -8 | -4
O=C(Nc1ccc2c(c1)CCCN2C(=O)c1cccs1)c1c(F)cccc1F | -7 | 5 | 5 | -2 | 0 | 2 | 8 | 7 | 3 | 4
Cc1cc([N+](=O)[O-])ccc1NC(=O)CSc1nccc(=O)[nH]1 | -2 | 8 | 3 | 2 | 1 | -2 | 2 | 0 | 0 | -4
COc1ccc(CN2C(=O)CCCC2(C)c2nnnn2-c2ccc3c(c2)OCCO3)cc1 (centres undefined) | x | -3 | -1 | 5 | -2 | -3 | 4 | 0 | -1 | x
COc1cccc(-n2nnnc2SCC(=O)Nc2ccc(OC)cc2OC)c1 | 1 | -6 | 0 | -3 | -1 | 0 | -6 | 3 | -3 | -2
CC1CCc2[nH]c3ccc(C(=O)N(C)CC(=O)Nc4ccccc4Cl)cc3c2C1 (centres undefined) | -3 | 5 | 8 | 0 | 4 | -2 | 2 | -4 | 9 | -2
Cc1ccc(C(=O)N/N=C\c2cccn2C)cn1 | 3 | -1 | 4 | -4 | 0 | 1 | 3 | -2 | 3 | -1
CCN1CCN(c2c(Cl)cccc2NC(=O)c2cccs2)CC1 | -2 | 0 | 4 | -5 | 2 | -7 | 0 | 3 | 2 | -1
COCCCNC(=S)NC(=O)c1ccc(C)cc1 | -5 | -2 | -9 | 2 | 7 | -5 | 0 | -16 | 1 | -1
CC(NC(=O)COC(=O)c1ccc(Cl)cc1O)c1ccc(F)cc1 (centres undefined) | -3 | -3 | -4 | -1 | 1 | 1 | 3 | 20 | -2 | 6
Cn1c(=O)n(CC(N)=O)c(=O)c2c1nc1n2CCCN1Cc1ccccc1 | -1 | 7 | 1 | -5 | 1 | -2 | -1 | -18 | 2 | 4
Cc1cccc(-n2cc(CN3CCCN(C=O)CC3)c(-c3cccc(F)c3)n2)c1 | -46 | -1 | -2 | -5 | -1 | 2 | -2 | 7 | 2 | -1
Nc1c(C(=O)NCc2ccc3c(c2)OCO3)nnn1Cc1ccc(Br)cc1 | -5 | -2 | -7 | -5 | -5 | -3 | -3 | -9 | 1 | 1
Cc1cccc(N2C(=O)CCC2=O)n1 | -5 | 2 | -3 | 1 | -7 | 1 | 4 | -7 | 2 | -6

These rows are one share of the data. The share of hits here may be higher or lower than overall.
